AmpC inh no detg: qHTS Inhibitors of AmpC Beta-Lactamase (assay without detergent); P00811; AmpC nitrocefin hydrolysis, absorbance 480 nm, 0.0001% Triton; Potency, µM (doses to about 57.1 µM), for the others: top-dose activity change, negative = inhibition, most hits filed as inhibitors; 0.52% of 330,000 active; AID 485341, 2010;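 further: potency means the concentration at half of the fitted maximal effect; plate controls were no compound for no effect and no enzyme for full effect; nearly all actives have a fitted effect of over 20% in size; some results filed as inactive show a strong effect at the top dose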
Target sequence (P00811 whole entry, looked up): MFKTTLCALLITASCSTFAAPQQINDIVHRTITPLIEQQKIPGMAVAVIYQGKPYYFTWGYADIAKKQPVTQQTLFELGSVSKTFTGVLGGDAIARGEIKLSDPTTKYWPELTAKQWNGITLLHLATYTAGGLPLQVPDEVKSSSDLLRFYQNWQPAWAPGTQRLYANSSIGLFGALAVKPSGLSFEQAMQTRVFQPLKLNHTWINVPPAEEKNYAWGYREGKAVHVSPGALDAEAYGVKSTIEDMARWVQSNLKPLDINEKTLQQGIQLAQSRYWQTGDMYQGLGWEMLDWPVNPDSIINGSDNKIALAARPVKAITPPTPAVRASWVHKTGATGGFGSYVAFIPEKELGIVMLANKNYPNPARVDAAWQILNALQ
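20 mM phosphate pH 7.0 + 0.01% (detergent screen) or 0.0001% Triton X-100; 5.3 nM AmpC reagent; cpd preinc 15 min RT; nitrocefin (800 uM stock) to start; A480 q20 s × 4 min; Activity was normalised to no-enzyme and no-compound control wells.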
HCMV antiviral: qHTS Assay for inhibitors of the human cytomegalovirus (HCMV) | HFF cells, HCMV-luciferase reporter, 72 h; stronger effect = lower value | activity change, negative = inhibition, % at 57.5 µM | 4.5% of 410,000 active; in the data active means activity change below about -60%; inconclusive means no clear call, values can overlap the other calls; inactive means above about -39%
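After 16 h attachment at 37C, HFF cells received test compound and HCMV-luciferase (1 PFU/cell); reporter luminescence read 72 h later, data normalized against buffer-only and known inhibitor Salinomycin.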
HCV inhibitor: qHTS Assay for Inhibitors of Hepatitis C Virus (HCV); Huh7.5.1 HCVcc-Cre infection, luciferase reporter, 44 h; Potency, µM (top dose mostly 41.8 µM), without a hit: at the highest dose activity change, negative = inhibition, most hits filed as inhibitors; 3.4% of 340,000 active; AID 651820, 2012; further: potency means the concentration at half of the fitted maximal effect
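Antiviral activity was scored by luciferase reporter output from cells infected with HCVcc-Cre (~0.5 moi) in presence of compound, 44 h infection period, cells seeded 1,000/well 4 h prior.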
TbPYK inhibitor: qHTS of Trypanosoma Brucei Inhibitors | pyruvate kinase (Trypanosoma brucei), Q57TT1 | TbPYK enzyme, Kinase-Glo Plus ATP luminescence, 45 min | Potency, µM (titrated, usually from 76.8 µM), for inactives: at the top dose activity, negative = inhibition, most hits filed as inhibitors | 0.12% of 410,000 active; further: potency means the concentration at half of the fitted maximal effect; nearly all actives have a fitted effect of over 50% in size
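TbPYK + substrate in 50 mM TEA pH 7.2, 100 mM KCl, 10 mM MgCl2, 0.05% BSA, 0.01% Tween-20; cpd pinned; ADP 130 uM final; 45 min RT; Kinase-Glo Plus 10 min; luminescence endpoint.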
LmPK inh: qHTS Assay for Inhibitors of Leishmania Mexicana Pyruvate Kinase (LmPK). Potency, µM (doses to about 57.5 µM), without a hit: at the top dose activity change, negative = inhibition, hits mostly inhibitors. purified LmPK, Kinase-Glo ATP luminescence, 1 h. 0.37% of 290,000 active. Q27686. AID 1721, 2009; further: potency means the concentration at half of the fitted maximal effect
Target sequence (Q27686 whole entry, looked up): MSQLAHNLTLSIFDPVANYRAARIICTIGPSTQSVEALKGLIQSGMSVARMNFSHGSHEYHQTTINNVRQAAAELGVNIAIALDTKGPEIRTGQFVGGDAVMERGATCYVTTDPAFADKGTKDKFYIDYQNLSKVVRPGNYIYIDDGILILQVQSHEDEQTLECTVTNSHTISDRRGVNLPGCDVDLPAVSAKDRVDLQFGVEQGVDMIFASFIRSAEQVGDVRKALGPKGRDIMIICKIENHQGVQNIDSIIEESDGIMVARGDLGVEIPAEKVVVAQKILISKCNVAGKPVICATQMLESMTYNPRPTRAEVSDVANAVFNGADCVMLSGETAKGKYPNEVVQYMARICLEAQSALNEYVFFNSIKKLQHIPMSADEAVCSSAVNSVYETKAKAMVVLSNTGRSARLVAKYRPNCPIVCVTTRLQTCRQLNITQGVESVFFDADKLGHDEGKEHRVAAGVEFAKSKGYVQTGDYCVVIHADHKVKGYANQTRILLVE
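ATP generated from ADP (0.1 mM) and PEP (0.5 mM) by 0.1 nM LmPK over 1 h at room temperature (pH 7.2 imidazole buffer) was detected by coupled luciferase luminescence. Values were normalized to uninhibited and no-enzyme wells.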
AmpC detergent: qHTS Inhibitors of AmpC Beta-Lactamase (assay with detergent). P00811. Potency, µM (highest dose often 114 µM), inactives show top-dose activity change, negative = inhibition, most hits filed as inhibitors. 0.041% of 370,000 active. AmpC hydrolysis of nitrocefin, absorbance 480 nm, 0.01% Triton. AID 485294, 2010;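 further: potency means the concentration at half of the fitted maximal effect; 0% = no-compound wells and -100% = no-enzyme wells; nearly all actives have a fitted effect of over 25% in size; some results filed as inactive show a strong effect at the top dose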
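AmpC (5.3 nM in the dispensed reagent) in 20 mM phosphate pH 7.0 with 0.01% (detergent screen) or 0.0001% Triton X-100 was preincubated with compounds for 15 min at room temperature. Nitrocefin was then added from an 800 uM solution, and hydrolysis was followed at 480 nm.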
AMA1 RON2 block: qHTS for Inhibitors of AMA1-RON; Towards Development of Antimalarial Drug Lead: Primary Screen; Plasmodium falciparum AMA1 (3D7) - RON2 peptide interaction; AlphaScreen AMA1-biotinylated RON2 peptide binding; Potency, µM (highest dose often 58.2 µM), for the others: top-dose activity change, negative = inhibition, actives largely listed as inhibitors; 0.2% of 360,000 active; AID 720542, 2013;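 further: potency means the concentration at half of the fitted maximal effect; 0% = vehicle wells and -100% = peptide control; nearly all actives have a fitted effect of over 45% in size; some results filed as inactive show a strong effect at the top dose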
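AMA1 (3D7) with his tag at 25 nM final met compounds first, then biotinylated RON2 peptide at 25 nM; detection used donor plus acceptor beads, 10 µg/mL apiece, read by AlphaScreen after 30 min at room temperature.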
Starred values were filed as active, the others as inactive; u = inconclusive; x = not tested or not shown; & = joins results of further samples; [ ] = dose if it differs, or a comment. Unless noted, the call rests on the fitted dose curve; in most records, active means well fitted curve in the direction sought with a large enough effect; inconclusive means small, poorly fitted or top-dose-only effect, or another doubt; inactive means no such curve, though single readings can be large; an effect the other way counts as inactive or inconclusive. Unless noted, on the % scale 0 is the no-effect control and ±100 the full control effect.

SMILES	AmpC inh no detg	HCMV antiviral	HCV inhibitor	TbPYK inhibitor	LmPK inh	AmpC detergent	AMA1 RON2 block
O=C(Nc1ccccc1Cl)c1cc(S(=O)(=O)N2CCC3(CC2)OCCO3)ccc1F	x	u	x	2%&9%	x	-4%	0%
Cc1ccc(NC(=O)C(C)Sc2nnc(C)n2C2CC2)cc1S(=O)(=O)N1CCOCC1 (stereo unspecified)	69%[activator]	-17	0%	2%	x	3%	-3%
CCCn1c(SCC(=O)Nc2nc3ccccc3s2)nc2c1c(=O)n(C)c(=O)n2C	-13%	66	2%	2%	6%	-7%	-12%
COc1ccc(N2CCN(C(=O)c3oc4ccccc4c3NC(=O)c3ccccc3OC)CC2)cc1	x	-20	x	-2%	x	12%	x
COc1ccc2cc(CCNC(=O)C3CC3)c(=O)[nH]c2c1	-27%	41	-3%	-6%	-2%	5%	31%[activator]
CCCCCCCCCCOC(=O)Cn1c(COc2cccc(C)c2)[n+](C)c2ccccc21	169%[activator]	-37	u	2%	5%	u	-9%
Cc1ccc(NC(=O)COC(=O)c2sccc2C)cc1S(=O)(=O)N1CCOCC1	1%	-12	u	-2%	7%	4%	-9%
CCN(C(=O)COC(=O)c1cc(-c2ccccc2)nc2ccc(Br)cc12)C1CCS(=O)(=O)C1 (stereo unspecified)	18%	-24	-29%	-5%	2%	1%	-14%
Cc1ccc(NC(=O)CNC2CCCCC2)cc1Cl	-9%	53	-21%	-2%	-8%	-3%	14%
O=C(CSc1nnc(NCc2ccccc2)s1)N1CCOCC1	-15%	28	24%	-9%	-4%	-7%	-12%
COc1ccc(CN2C(=O)CCC2(C)c2nnnn2-c2c(C)cccc2C)cc1 (stereo unspecified)	x	3	x	-2%	x	x	3%
COc1ccc(-c2cc(C(F)(F)F)nc(-n3ccnc3)n2)cc1	-22%	-29	u	3%	-2%	1%	2%
CCOc1ccc(N/C=C\C(=O)c2ccc3c(c2)OCO3)cc1	x	81	15%	0%	x	x	-1%
Cc1cccc(NC(=O)Nc2c(C)n(C)n(-c3ccccc3)c2=O)c1C	-2%	2	14%	3%	1%	3%	-4%
NS(=O)(=O)c1ccc(CCNC(=O)C2COc3ccccc3O2)cc1 (stereo unspecified)	-8%	-11	20%	-3%	-2%	-14%	8%
O=C(COC(=O)c1ccc(O)cc1)Nc1ccc(N2CCCCC2)cc1	-25%	23	17%	-12%	4%	u	0%
COc1ccc(C(c2nnnn2Cc2ccc(F)cc2)N2CCN(c3ccc(OC)cc3)CC2)cc1 (stereo unspecified)	27%	30	-22%	-5%	0%	-11%	u
COc1ccc(NC(=O)c2cccnc2Sc2ccccc2)c(OC)c1	-7%	-27	-4%	-4%	-2%	-5%	-23%
Cc1ccc(CN2CCC(CNC(=O)c3cnn(-c4ccc(C)cc4)c3C3CCN(C(=O)OC(C)(C)C)CC3)CC2)cc1	x	0	x	-2%[15.4 µM]	x	-10%	x
Cn1c(SCc2cccc(C(F)(F)F)c2)nnc1-c1ccco1	5%	-36	3%	6%	0%	-14%	32%[activator]
NCCCP(=O)(O)CCc1ccccc1	-3%	4	-10%	0%	2%	-10%	-1%
COCCNC(=S)N1CCN(c2nc(-c3cccc(OC)c3)cs2)CC1	92%[activator]	-1	13µM*	-17%	1%	-8%	-9%
CC1CCCN(CCC(=O)c2ccc(Br)cc2)C1 (stereo unspecified)	-24%	38	8%	-14%	-9%	-7%	0%
O=C(Nc1ccc(Cl)c(Cl)c1)N(Cc1cccnc1)Cc1ccco1	-4%	u	u	1%	1%	8%	0%
CN1CCN(C(=O)CN(CCc2ccccc2)S(C)(=O)=O)CC1	-11%	-3	17%	-13%	-11%	2%	-7%
COc1ccc(NC(=O)C2CCCN(S(=O)(=O)c3cccc4cccnc34)C2)c(OC)c1 (stereo unspecified)	12%	-16	0%	-1%	-1%	-8%	-8%
CC(C)CN(C(=O)CSc1nnc2ccccn12)c1c(N)n(CC(C)C)c(=O)[nH]c1=O	1%	35	-2%	-6%	5%	3%	6%
COc1ccc(Cn2c3ccc(OC)cc3c3nc4ccccc4nc32)cc1	-15%	12	3%	-5%	-2%	u	16%[11.6 µM]
NC(=O)c1nsc(C(=O)N(Cc2ccc(F)cc2)C(C(=O)NCC2CCCO2)c2ccc(O)cc2)c1N (stereo unspecified)	9%	-37	7%	6%	7%	-8%	4%
Cc1ccccc1-c1nn(-c2ccc(F)cc2F)cc1CNCC(C)O (stereo unspecified)	0%	-3	5%	-11%	4%	5%	-2%
O=C(CCC(=O)N1CCN(Cc2ccc(F)cc2)CC1)Nc1nnc(C(F)(F)F)s1	159%[activator]	-34	13%	3%	-6%	u	5%
O=C(CSc1nncn2c1cc1occc12)Nc1ccc(F)c(Cl)c1	x	-2	x	-4%	x	-2%	x
c1ccc(CNCCc2ccc3c(c2)OCO3)nc1	-21%	41	18%	4%	-10%	-6%	12%
CC1(C(=O)N2CCC(CO)(Cc3cccc(C(F)(F)F)c3)CC2)CC1	90%[activator]	-10	-19%	-6%	2%	-6%	3%
O=c1cc(CSc2ccccn2)c2ccccc2[nH]1	-9%	-28	4%	2%	0%	-12%	-1%
Nc1c(C(=O)Nc2ccc(F)c(F)c2)sc2nc(-c3ccncc3)ccc12	x	3	x	-2%	x	11%	x
O=C(NCc1ccccc1)c1cccc(F)c1F	1%	-21	28%	-6%	4%	0%	4%
COc1ccccc1NC(=O)CCNC(=O)Cn1ccc2ccccc2c1=O	-5%	-13	2%	0%	0%	u	3%
COc1cc([N+](=O)[O-])ccc1N=Nc1c(N)[nH]n(-c2ccccc2)c1=O	-42%	-39	4%	0%	-2%	-11%	-2%
CCCS(=O)(=O)N1CCC(C(=O)NCCC(C)C)CC1	-14%	-4	4%	1%	-1%	10%	-4%
COc1ccccc1CNC(=O)CN1C(=O)NC2(CCCc3sccc32)C1=O (stereo unspecified)	-23%	-35	-13%	-2%	x	1%	2%
COC(=O)c1ccc(NC(=O)CSc2nc3c(c(=O)n(C)c(=O)n3C)n2Cc2ccccc2)cc1	x	19	x	0%	x	23%	x
Cc1cc(N(CN2CCCC2=O)C(=O)c2ccccc2)no1	-3%	-4	8%	x	-6%	u	8%
FC(F)(F)c1cnc(Oc2ccccc2-c2nnco2)c(Cl)c1	-2%	15	3%	0%	-6%	-10%	83%[activator]
COC1(C)CC2C(CC1OC(=O)c1cc([N+](=O)[O-])cc([N+](=O)[O-])c1)C2(C)C (stereo unspecified)	-22%	80	u	-4%	-2%	u	u
CCOC(=O)Cc1csc(NC(=O)CCc2ccccc2)n1	-20%	-34	-14%	-7%	-3%	0%	2%
CCC/C(O)=C1\C(=O)CC(c2ccccc2)CC1=NC(C)C(=O)O (stereo unspecified)	-14%	-26	12%	-7%	0%	-4%	1%
CCN(Cc1ccccc1)S(=O)(=O)c1ccc(C(=O)N(CCCN(C)C)c2nc3cc(C)cc(C)c3s2)cc1	240%[activator]	-37	10µM*	0%	x	-3%	u
C[C@H]1CN([C@@H](C)CO)C(=O)c2cc(NC(=O)C3CCCCC3)ccc2O[C@H]1CN(C)C(=O)Nc1ccc2c(c1)OCO2	184%[activator]	21	1µM*	-6%	x	x	-7%
N#C/C(=C(O)\C=C\c1ccccc1)c1nc2ccccc2[nH]1	-23%	-14	-28%	-2%	0%	4%	95%[activator]
CCCCC(=O)Nc1cc(OCC)c(NC(=S)NC)cc1OCC	8%	-40	-14%	0%	-7%	-3%	7%

Molecules from the list above with an aryl thioether with sulfur outside any ring, in the order listed:
SMILES	AmpC inh no detg	HCMV antiviral	HCV inhibitor	TbPYK inhibitor	LmPK inh	AmpC detergent	AMA1 RON2 block
Cc1ccc(NC(=O)C(C)Sc2nnc(C)n2C2CC2)cc1S(=O)(=O)N1CCOCC1 (stereo unspecified)	69%[activator]	-17	0%	2%	x	3%	-3%
CCCn1c(SCC(=O)Nc2nc3ccccc3s2)nc2c1c(=O)n(C)c(=O)n2C	-13%	66	2%	2%	6%	-7%	-12%
O=C(CSc1nnc(NCc2ccccc2)s1)N1CCOCC1	-15%	28	24%	-9%	-4%	-7%	-12%
COc1ccc(NC(=O)c2cccnc2Sc2ccccc2)c(OC)c1	-7%	-27	-4%	-4%	-2%	-5%	-23%
Cn1c(SCc2cccc(C(F)(F)F)c2)nnc1-c1ccco1	5%	-36	3%	6%	0%	-14%	32%[activator]
CC(C)CN(C(=O)CSc1nnc2ccccn12)c1c(N)n(CC(C)C)c(=O)[nH]c1=O	1%	35	-2%	-6%	5%	3%	6%
O=C(CSc1nncn2c1cc1occc12)Nc1ccc(F)c(Cl)c1	x	-2	x	-4%	x	-2%	x
O=c1cc(CSc2ccccn2)c2ccccc2[nH]1	-9%	-28	4%	2%	0%	-12%	-1%
COC(=O)c1ccc(NC(=O)CSc2nc3c(c(=O)n(C)c(=O)n3C)n2Cc2ccccc2)cc1	x	19	x	0%	x	23%	x

2 records drawn at random from the list so far:
SMILES	AmpC inh no detg	HCMV antiviral	HCV inhibitor	TbPYK inhibitor	LmPK inh	AmpC detergent	AMA1 RON2 block
COC1(C)CC2C(CC1OC(=O)c1cc([N+](=O)[O-])cc([N+](=O)[O-])c1)C2(C)C (stereo unspecified)	-22%	80	u	-4%	-2%	u	u
FC(F)(F)c1cnc(Oc2ccccc2-c2nnco2)c(Cl)c1	-2%	15	3%	0%	-6%	-10%	83%[activator]
